# DAT uptake mod = modulates human dopamine transporter uptake under cocaine; B-score at 10 µM; actives 1.3% (n = 110,000); LLC-PK1 hDAT cells, [14C]-dopamine uptake with cocaine IC80; actives deviate in either direction; Q01959;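 active means Z score or B-score, a plate-position-corrected score, falls beyond the plate's 99.7% confidence bounds, in either direction; inactive means both scores lie inside the 99.7% bounds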;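 further: scored against the spread of the other compound wells on the same plate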
# VCAM1 TNFa inh = reduces TNF alpha induced VCAM1 expression in HUVEC. HUVEC TNFa-induced VCAM-1 immunofluorescence, high-content imaging. inhibition, % at 2 µM. actives 0.48% (n = 95,000). AID 802;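 active means inhibition above the batch mean plus 3 SD, with images confirmed as a hit by eye, cut at about 37% in these data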;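 further: 0% = TNF-stimulated DMSO wells and 100% = unstimulated control wells; not every result past the cut was called active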
# F-actin modifier = alters cytoskeleton assembly in HUVEC cells; inhibition, % at 2 µM; actives 0.18% (n = 91,000); HUVEC TNFa F-actin phalloidin imaging, high content; AID 836;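 active means inhibition above the batch mean plus 3 SD and confirmed as a hit by visual image inspection, cut at about 30% in these data, passing the limit was not always enough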; further: strong numbers were not always called active
# PTPN22 inh 2 = blocks human PTPN22 phosphatase activity; Q9Y2R2; recombinant LYP catalytic domain, DiFMUP fluorescence; inhibition, % at 2 µM; actives 0.21% (n = 96,000); AID 640;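 active means inhibition at 2 µM at or above a set limit, the screen mean plus 3 SD, cut at about 24% in these data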;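 further: 0% = DMSO with enzyme and 100% = enzyme fully blocked by orthovanadate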
# TNFa cytotox = toxic to HUVEC cells under TNF alpha stimulation; HUVEC TNFalpha-stimulated, Hoechst cell count, imaging; cell count reduction, % at 2 µM; actives 0.17% (n = 93,000); AID 848;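 active means cell count reduction exceeding the screen mean by over 5 SD, scaled to untreated wells per plate, cut at about 78% in these data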;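 further: cells counted after 24 h of TNF alpha exposure following the 1 h pretreatment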
# Candida biofilm = kills Candida albicans biofilms | C. albicans biofilm + clotrimazole, Alamar Blue | inhibition, % at 6 µM | actives 0.14% (n = 85,000) | AID 834;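 active means inhibition above 20%; inactive means inhibition below 20%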;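 further: preformed 24 hr biofilms exposed to compound for 48 hr; 0% = biofilm without compound and 100% = blank killed by clotrimazole plus chlorhexidine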
# HUVEC tox IL1B = toxic to HUVEC cells under IL-1B stimulation; HUVEC cell count loss, Hoechst imaging, IL-1B stimulated; cell count reduction, % at 2 µM; actives 0.41% (n = 94,000);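 active means cell count reduction more than 3 SD above the screen-wide mean, cut at about 70% in these data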;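 further: normalized per plate to untreated control cells as the no-loss baseline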
# Smad3 inh = Smad3 (human) transcription factor binding inhibition; inhibition, % at 25 µM; TR-FRET Smad3/Dy647-FoxH1 peptide binding, europium anti-His; actives 0.29% (n = 88,000);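 active means compounds that reduce the energy-transfer binding signal between the protein and its labelled peptide by more than half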;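 further: 0% = Smad3 plus labelled peptide maximal FRET and 100% = peptide-only background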
# Target sequence (P84022 whole entry, looked up): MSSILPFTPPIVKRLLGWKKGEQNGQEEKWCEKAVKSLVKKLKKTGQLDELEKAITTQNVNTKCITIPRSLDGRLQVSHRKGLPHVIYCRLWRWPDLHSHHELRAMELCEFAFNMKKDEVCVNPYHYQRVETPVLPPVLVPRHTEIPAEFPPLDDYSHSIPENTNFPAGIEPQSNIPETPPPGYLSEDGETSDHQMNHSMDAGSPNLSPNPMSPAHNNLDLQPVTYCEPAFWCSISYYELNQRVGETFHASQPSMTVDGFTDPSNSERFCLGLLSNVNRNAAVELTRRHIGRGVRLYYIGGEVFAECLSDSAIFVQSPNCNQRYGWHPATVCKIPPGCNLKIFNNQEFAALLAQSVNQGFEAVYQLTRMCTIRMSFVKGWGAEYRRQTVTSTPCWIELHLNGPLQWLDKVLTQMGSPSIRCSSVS
# MT1-MMP txn act = activates MT1-MMP transcription. actives 0.16% (n = 86,000). activation factor at 10 µM. HT1080 MT1-MMP promoter luciferase reporter, luminescence, overnight; hits give high values;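 active means activation factor of at least 2 for MT1-MMP transcription at 10 µM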
# * marks the source's active call; other numbers are inactive results; / = not tested or not shown; & = joins results of further samples; [ ] = another dose, or the depositor's remark. An excerpt; the hit share may differ from the screen's.
SMILES,DAT uptake mod,VCAM1 TNFa inh,F-actin modifier,PTPN22 inh 2,TNFa cytotox,Candida biofilm,HUVEC tox IL1B,Smad3 inh,MT1-MMP txn act
CCCCCn1c(CN(C)Cc2ccccc2)nc2c1c(=O)n(C)c(=O)n2C,0.95,18,6,-13,-25,5,-12,4,1.2
CCOc1cc(N2CCOCC2)c(OCC)cc1NC(=O)c1cc(-c2ccco2)nc2ccccc12,-1.6,/,/,/,/,3,/,13,0.9
COc1ccc(NC(=O)CCOc2ccccc2)cc1,0.44,-4,-7,1,14,6,-3,3,1.6
N#Cc1ccc(/C=N/N=C(N)N)cc1,0.12,-10,-10,4,-20,/,-2,/,/
O=C(CN(c1ccc2c(c1)OCCO2)S(=O)(=O)c1ccccc1)NCc1ccco1,0.2,15,30,5,-18,6,-11,-1,1.2
CCOC(=O)c1c(C)oc2c1c(C=NCC1CCCO1)c(O)c1ccccc12 (stereo unspecified),-0.58,17,-2,17,-7,3,4,17,1.1
COc1ccc2[nH]c3nc(SCc4nnc(-c5ccccc5)o4)nnc3c2c1,0.078,-6,-23,6,-16,-3,17,7,1.3
OC(CNCc1ccco1)Cn1c2ccc(Br)cc2c2cc(Br)ccc21 (stereo unspecified),-0.028,14,-6,3,-18,/,-12,/,/
C=CCNC(=O)c1ccccc1Cl,0.32,4,-7,5,6,/,-3,/,/
O=C(Nc1cccc(Cl)c1)OCc1cn(-c2ccc(Cl)cc2)nn1,/,30,-4,-4,6,/,-15,/,/
CCOC(=O)CC(=O)CSc1nnc2sc3ccccc3n12,-0.15,5,14,-11,-32,10,-6,6,1.2
COc1cccc(N(C(=O)CNC(=O)c2ccco2)C(C(=O)NC2CCCC2)c2ccncc2)c1 (stereo unspecified),0.63,0,0,-11,3,4,9,6,1.2
Cc1ccc(CNC(=O)CCc2ccc(S(=O)(=O)NC3CCCCC3)cc2)cc1,-0.63,-6,14,-17,-56,/,2,/,/
CSC1=C(C#N)C(C)C2=C(CC(C)(C)CC2=O)N1 (stereo unspecified),0.81,10,-31,-3,12,-4,-16,12,1
CCOC(=O)N1CCC(NC(=O)CNS(=O)(=O)c2ccc(Br)s2)CC1,-0.3,-5,9,-8,-22,7,-22,3,1.1
COc1ccc(NS(=O)(=O)c2cccc3nsnc23)cc1OC,0.068,3,/,0,-10,2,7,-6,/
O=C(Nc1nccs1)C(=O)c1c[nH]c2ccccc12,-0.92,-11,16,4,-35,-5,-7,-3,1.8
CCOCC(=O)Nc1ccc2c(c1)OCCO2,0.86,16,-4,-9,-13,/,25,/,1.3
Cc1cc(-c2cc(N)n(-c3ccccc3)n2)c(C)n1C1CCCC1,2.1*,29,-1,7,-10,4,49,-3,2*
CCSc1nc2sc3c(c2c(=O)n1CC)CC(C)(C)OC3,-0.26,23,9,1,1,/,3,/,/
CCOc1cc(CNc2ccc(Br)cc2)cc(Br)c1OCC(=O)NC(C)(C)C,1.4,6,8,10,-12,/,11,/,/
COc1ccc(C(=O)Nc2ccc(S(=O)(=O)NC(C)C)cc2)cc1,0.83,-2,-15,-5,-6,-1,14,14,1.1
CCOC(=O)N1CCN(CC(O)c2ccc3c(c2)CCN3)CC1 (stereo unspecified),0.028,2,-6,3,-7,0,-2,7,1.2
CC(=O)c1ccc(S(=O)(=O)N2CCCC2)cc1,-0.62,20,-16,8,-6,5,7,4,1.5
COc1ccc(C(=O)Oc2cc(/C=N/NC(N)=S)ccc2OC)cc1,-0.51,9,1,-2,-7,/,/,/,/
CCn1c(SCC(=O)Nc2nonc2C)nnc1-c1ccco1,0.013,1,24,1,-10,10,-16,8,1
C=CCn1c(COc2ccccc2F)nnc1SCC(=O)Nc1cc2oc3ccccc3c2cc1OC,1.2,-11,5,-2,-7,4,-85,-4,1.1
N#Cc1nc(-c2ccc(OCc3ccc(Cl)cc3)cc2)oc1N1CCC(C(N)=O)CC1,-0.34,3,3,3,-8,11,-4,-16[fluorescence artefact?],1.1
O=C(C1CCN(S(=O)(=O)c2cccc3cccnc23)CC1)N1CCN(c2ccccn2)CC1,/,-6,-14,-3,-7,5,-1,2,1.2
CSc1nncc(-c2ccc(F)cc2)n1,0.042,24,-18,7,-9,7,9,-3,1
CN(C)c1ccnc2sc3c(=O)n(Cc4ccccc4)cnc3c12,0.78,17,-1,10,10,/,-43,/,1.1
Cc1cc(C)nc(/N=C2/NC(=O)CS2)n1,-0.2,0,5,-2,-12,-3,-66,-5,1.2
NNc1nnc(-c2ccccc2)c(-c2ccccc2)n1,0.015,-4,-6,16,10,9,/,8,1.1
CCC(C)NC(=O)c1ccccc1NC(=O)c1ccc(CSc2ccc(C)cc2)cc1 (stereo unspecified),0.029,7,10,-6,-18,/,10,/,/
CN(C)CCNc1ncnc2c1cnn2-c1ccc(Cl)cc1,-0.51,-19,-6,-9,12,6,4,-2,1.2
CC(c1ccccc1)n1cc(C(=O)NCc2ccccn2)nn1 (stereo unspecified),-0.19,20,-1,-5,42,4,17,-13,1.2
OCCN=C(c1ccccc1)C12CN3CN(CN(C3)C1)C2,-0.68,60*,13,-12,-44,4,-12,-1,1.1
Cc1ccc2sc(NC(=O)CSc3nc(C)cc(C)c3C#N)nc2c1,-1.7,10,4,14,-21,/,32,/,/
O=C(Nc1cnn(Cc2ccc(Cl)cc2)c1)c1ccc([N+](=O)[O-])cc1,-0.028,16,-11,-3,-13,/,-14,/,/
CC(=O)c1c(C)[nH]c(C(=O)COC(=O)CNS(=O)(=O)c2ccccc2)c1C,-1.3,17,17,0,24,/,-20,-8,1
CC1=C(C(=O)NC2CCCC(C)C2C)C2(CCCCC2)OC1=O (stereo unspecified),0.025,16,5,8,-15,9,-5,8,1.1
CC(C)N(Cc1nc(-c2ccccc2)no1)C(=O)CN(C)S(=O)(=O)c1ccccc1,0.12,/,/,8,/,2,-141,-7,0.9
COc1cc(OC)cc(-c2cc3nc4c(c(N5CCN(c6ncccn6)CC5)n3n2)CCCC4)c1,0.53,11,9,1,-32,-1,-23,-16,1.5
N#Cc1cn(CCOc2ccc(F)cc2)c2ccccc12,-0.13,-35,2,-8,-11,-2,-2,-4,1.1
O=S1(=O)CCN2C(Cc3ccc(SC(F)F)cc3)=CSC2=N1,-1,0,14,-9,-20,2,-12,-2,1
COc1ccc2[nH]c(=O)c(CN(Cc3ccco3)C(c3nnnn3Cc3ccccc3)C(C)C)cc2c1 (stereo unspecified),-0.28,-6,9,14,-17,0,-3,5,1.8
COc1ccc(CNC(=O)COC(=O)c2n[nH]c3ccccc23)cc1,0.13,2,-1,-2,-23,5,-12,20[fluorescence artefact?],1
N#Cc1c(N)nc2c3c(sc(=N)c2c1N)NC(=O)CC3c1ccccc1 (stereo unspecified),0.09,6,-2,9,-7,/,0,/,/
CCCc1cc(=O)[nH]c(SCC(=O)Nc2cc3c(cc2C(C)=O)OCO3)n1,-1.5,-7,10,5,-15,3,21,6,1.1
CCCC(C(=O)OCC)P(=O)(c1ccccc1)c1ccccc1 (stereo unspecified),-1.1,12,7,-3,-32,-1,/,7,/
CCOc1ccc(N(CC(=O)NCc2ccccc2)S(C)(=O)=O)cc1,0.26,/,/,/,/,6,/,1,1.3
CC(C)C(c1nnnn1Cc1cccs1)N1CCN(C2CCCC2)CC1 (stereo unspecified),0.18,-6,-12,-1,1,4,-1,-7,1.2
CCC(=O)Nc1c(OC(=O)CC)ccc2c(C)cc(=O)oc12,-0.46,-1,12,-5,-13,3,-1,3,1.1
O=C(O)CSCC(=O)c1ccccc1,-0.87,-5,14,-6,-36,3,-2,1&9,1.1
CCC(=O)Nc1nc2ccccc2n1Cc1ccc(C)cc1,0.088,11,-11,-1,-42,/,-13,/,1
Cc1cccc(NC(=S)NCc2cccn2C)c1,0.089,-7,10,-6,-15,-1,5,15,1.1

# 3 structures out of the list, ordered by molecular weight, smallest number first.
SMILES,DAT uptake mod,VCAM1 TNFa inh,F-actin modifier,PTPN22 inh 2,TNFa cytotox,Candida biofilm,HUVEC tox IL1B,Smad3 inh,MT1-MMP txn act
CCCc1cc(=O)[nH]c(SCC(=O)Nc2cc3c(cc2C(C)=O)OCO3)n1,-1.5,-7,10,5,-15,3,21,6,1.1
CC(C)N(Cc1nc(-c2ccccc2)no1)C(=O)CN(C)S(=O)(=O)c1ccccc1,0.12,/,/,8,/,2,-141,-7,0.9
COc1ccc2[nH]c(=O)c(CN(Cc3ccco3)C(c3nnnn3Cc3ccccc3)C(C)C)cc2c1 (stereo unspecified),-0.28,-6,9,14,-17,0,-3,5,1.8

# Seven entries drawn at random from those above:
SMILES,DAT uptake mod,VCAM1 TNFa inh,F-actin modifier,PTPN22 inh 2,TNFa cytotox,Candida biofilm,HUVEC tox IL1B,Smad3 inh,MT1-MMP txn act
Cc1cccc(NC(=S)NCc2cccn2C)c1,0.089,-7,10,-6,-15,-1,5,15,1.1
O=S1(=O)CCN2C(Cc3ccc(SC(F)F)cc3)=CSC2=N1,-1,0,14,-9,-20,2,-12,-2,1
CC(C)C(c1nnnn1Cc1cccs1)N1CCN(C2CCCC2)CC1 (stereo unspecified),0.18,-6,-12,-1,1,4,-1,-7,1.2
CCC(=O)Nc1c(OC(=O)CC)ccc2c(C)cc(=O)oc12,-0.46,-1,12,-5,-13,3,-1,3,1.1
COc1ccc2[nH]c(=O)c(CN(Cc3ccco3)C(c3nnnn3Cc3ccccc3)C(C)C)cc2c1 (stereo unspecified),-0.28,-6,9,14,-17,0,-3,5,1.8
CCOc1ccc(N(CC(=O)NCc2ccccc2)S(C)(=O)=O)cc1,0.26,/,/,/,/,6,/,1,1.3
CCC(=O)Nc1nc2ccccc2n1Cc1ccc(C)cc1,0.088,11,-11,-1,-42,/,-13,/,1

# Screens as filed in PubChem.
